# Bioassay records deposited in PubChem by Sanford-Burnham Center for Chemical Genomics.
# MIN6 prolif: MIN6 beta-cell proliferation induction | actives 0.29% (n = 330,000) | proliferation, % at 10 µM | MIN6 cells proliferation, ATPlite luminescence, 48 h; cells starved in 0.2% serum; 100% = growth in 10% serum;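 active = compounds whose signal lies at least 3.5 SD above the mean of all wells on their plate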;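 also: 0% = DMSO-treated cells in low-serum medium and 100% = 10% serum control; some compounds called inactive have numbers as strong as hits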
# mIAP activ: mouse IAP activation | AID 2805 | actives 0.24% (n = 330,000) | muIAP, CDP-Star luminescence, 30 min; stronger effect = higher value; 1 = vehicle-only enzyme signal, 0 = enzyme-free wells | activation factor at 10 µM;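 active = activation factor of at least 2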; also: the source names both 10 and 20 µM as test concentration; values of inactives mirror those of a sister screen read the other way
#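 Assay system: mouse IAP enzyme; reagent: chemiluminescent substrate CDP-Star; dosing: test compounds delivered from DMSO solution; schedule: 30 min at room temperature; measured by: luminescence from enzymatic CDP-Star hydrolysis; controls: DMSO-only wells and no-enzyme negative control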
# ATG4B inhibitor: ATG4B (human) cysteine protease inhibition; Q9Y4P1; ATG4B cleavage of LC3-PLA2, NBD-HPC fluorescence, 1 h; inhibition, % at 8.33 µM; actives 0.51% (n = 340,000); AID 504462; in the data active = inhibition above about 40%
# hIAP act: increases human intestinal alkaline phosphatase activity. purified human IAP, CDP-Star luminescence, 30 min; stronger effect = higher value; 1 = vehicle-only enzyme, 0 = enzyme-free background. P09923. activation factor at 10 µM. actives 0.16% (n = 330,000);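 active = activation factor of the enzyme at least 2-fold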; also: the source names both 10 and 20 µM as test concentration; values of inactives mirror those of a sister screen read the other way
# Target sequence (P09923 whole entry, looked up): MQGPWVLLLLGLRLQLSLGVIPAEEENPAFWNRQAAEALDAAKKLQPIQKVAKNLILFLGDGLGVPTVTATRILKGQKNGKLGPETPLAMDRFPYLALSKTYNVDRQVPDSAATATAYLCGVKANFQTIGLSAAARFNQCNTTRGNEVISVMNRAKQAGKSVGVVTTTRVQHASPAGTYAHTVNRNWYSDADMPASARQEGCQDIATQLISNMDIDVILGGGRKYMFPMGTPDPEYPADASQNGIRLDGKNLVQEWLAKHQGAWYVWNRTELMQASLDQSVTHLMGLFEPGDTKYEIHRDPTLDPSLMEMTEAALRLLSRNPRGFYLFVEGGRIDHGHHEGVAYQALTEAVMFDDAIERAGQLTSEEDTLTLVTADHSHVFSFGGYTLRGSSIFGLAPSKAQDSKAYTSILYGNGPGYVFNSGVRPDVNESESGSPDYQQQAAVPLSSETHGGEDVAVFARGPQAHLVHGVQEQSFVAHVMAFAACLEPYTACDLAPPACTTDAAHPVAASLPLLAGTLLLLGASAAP
# APOBEC3G inh: blocks human APOBEC3G single-stranded DNA deamination; Q9HC16; recombinant A3G, ssDNA deamination FAM/TAMRA fluorescence; actives 0.28% (n = 330,000); AID 493012; inhibition, % at 20 µM;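 active = inhibition of at least 40% at 20 µM, with no more than 30% in the related APOBEC3A deaminase screen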;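 also: plate controls were DMSO wells with A3G for no effect and wells lacking A3G enzyme for full effect; some compounds called inactive have numbers as strong as hits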
# A3A deaminase: human APOBEC3A DNA deaminase inhibition | AID 493011 | actives 0.41% (n = 330,000) | inhibition, % at 20 µM | recombinant A3A, FAM/TAMRA ssDNA deamination fluorescence;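 active = at least 40% inhibition at 20 µM here, with at most 30% in a related deaminase screen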;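 also: plate controls were A3A with DMSO for no effect and wells lacking A3A enzyme for full effect; some results filed as inactive read as strong as hits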
# Target sequence (P31941 whole entry, looked up): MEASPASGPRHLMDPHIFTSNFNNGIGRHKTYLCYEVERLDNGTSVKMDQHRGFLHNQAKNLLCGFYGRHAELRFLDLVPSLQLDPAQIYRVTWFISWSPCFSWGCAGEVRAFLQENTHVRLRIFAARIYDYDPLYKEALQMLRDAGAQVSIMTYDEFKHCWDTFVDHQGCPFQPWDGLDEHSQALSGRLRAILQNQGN
# MPTP inh: inhibitors of mitochondrial permeability transition pore | inhibition, % at 10 µM | actives 1.4% (n = 360,000) | isolated mouse mitochondria, Ca2+ swelling absorbance, 30 min;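 active = inhibition of 50% or more, scaled per plate between neutral and stimulator controls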;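 also: 0% = DMSO wells given calcium and 100% = 1 mM EGTA wells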
# mIAP block: blocks mouse intestinal alkaline phosphatase; purified mouse IAP, CDP-Star luminescence, 30 min; AID 2806; inhibition, % at 10 µM; actives 0.2% (n = 330,000);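 active = inhibition of at least 40% at 10 µM in the primary screen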;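 also: plate controls were DMSO with enzyme for no effect and no enzyme wells for full effect; values of inactives mirror those of a sister screen read the other way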
# hIAP inh: human IAP inhibition; purified IAP, CDP-Star luminescence, 30 min; inhibition, % at 10 µM; P09923; actives 0.12% (n = 330,000);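 active = inhibition reaching a set limit with compound at 10 µM in the primary screen, cut at about 35% in these data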;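 also: plate controls were DMSO wells with enzyme for no effect and no-enzyme buffer wells for full effect; values of inactives mirror those of a sister screen read the other way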
# * = called active by the depositor; x = no result given. An excerpt; rates above refer to the full screens.
item	Compound	MIN6 prolif	mIAP activ	ATG4B inhibitor	hIAP act	APOBEC3G inh
1	CCCOP(=O)(O)c1c([N+](=O)[O-])cc(C(F)(F)F)cc1[N+](=O)[O-] (tested in a mixture with another compound)	0.2	0.961	-3.9	0.883	-2.9
2	OCC1(CO)COC(c2cccnc2)N1 (stereo not given)	2.7	1.03	6.2	1.09	2.5
3	O=C(c1ccc(Cl)cc1)N1CCC2(CC1)OCCO2	-3.4	0.762	-6.8	1.21	4.6
4	c1ccc2sc(NC3=NCCN3)nc2c1	-1.7	1.01	-1.7	0.94	-2.2
5	O=C(COc1ccccc1)N1CCN(CCN2C(=O)c3cccc4cccc(c34)C2=O)CC1	1.9	0.961	-22.3	0.996	1.0
6	Cc1ccc(-n2c(C)cc(/C=C3/C(=O)NC(=O)N(Cc4ccco4)C3=O)c2C)cc1	0.0	0.884	4.9	0.96	2.4
7	O=c1cc(C(F)(F)F)c2cc3c4c(c2o1)CCCN4CCC3	2.9	1.11	-6.4	1.06	-103.9
8	CC1N(O)C2CCCCCC2N1O (stereo not given)	-0.4	1.1	-6.9	1.23	-2.3
9	COc1ccc(N2C(=O)/C(=C/c3ccco3)C(=O)NC2=S)cc1	-0.2	0.579	18.9	0.86	94.3
10	CCN1C[C@]2(CO)CC[C@H](OC)[C@@]34C5C[C@H]6[C@H](OC)C5[C@](O)(C[C@H]6OC)[C@@](O)(C(OC)C23)[C@@H]14 (stereo not given in full)	1.3	0.991	-5.5	0.942	-11.4
11	CC[N+]12CCC(CC1)C(C(O)(c1ccccc1)c1ccccc1)C2 (stereo not given)	-1.3	1.04	-3.0	1.02	-5.1
12	COc1ccc(CC(C)NC2CCCCCC2)cc1 (stereo not given)	6.1*	0.903	-1.2	0.739	-2.4

item	A3A deaminase	MPTP inh	mIAP block	hIAP inh
1	2.7	-0.3	3.9	11.7
2	5.8	-2.4	-3.1	-8.6
3	-0.3	-1.3	23.8	-21.2
4	0.4	1.7	-0.8	6.0
5	5.9	2.0	3.9	0.4
6	13.8	5.9	11.6	4.0
7	-54.5	1.2	-11.5	-5.8
8	0.1	-2.4	-10.4	-22.7
9	99.0	1.5	42.1*	14.0
10	-3.1	1.4	0.9	5.8
11	0.0	0.3	-3.6	-2.0
12	3.6	0.1	9.7	26.1

# Further records.
item	Compound	MIN6 prolif	mIAP activ	ATG4B inhibitor	hIAP act	APOBEC3G inh
13	COc1ccc(N2C(=O)NC(=O)/C(=C/c3cccc(OC(=O)c4cccs4)c3)C2=O)cc1Cl	-2.1	1	5.2	1.01	-5.0
14	COc1ccc(C(=O)C2CCCN(Cc3cccc(C)n3)C2)c(OC)c1 (stereo not given)	-2.1	1.04	-5.7	1.14	-4.5
15	COC(=O)C1=C(c2ccc(OC(F)(F)F)cc2)C[C@@H]2CC[C@H]1N2C(=O)NC(C)C	7.3	0.998	3.2	1.01	-9.6
16	CC(=NC(C)c1ccccc1)c1c(O)[nH]c(=O)[nH]c1=O (stereo not given)	-1.1	0.965	2.8	0.89	-12.4
17	CN1CCN(c2ccc(C(N)=O)cc2N)CC1	1.6	0.826	-8.3	0.962	1.3
18	COC(=O)C1=C(c2ccc(OC(F)(F)F)cc2)C[C@@H]2CC[C@H]1N2C(=O)NCCCOC(C)C	8.1	1.03	4.0	1.01	2.1
19	CCOC(=O)N(c1ccccc1)P1(=S)OCCO1	2.5	0.906	5.4	1.07	14.3
20	C=COCCn1c(C)c(C(C)=O)c2cc(O)ccc21	6.5	0.979	1.3	1.03	-3.3
21	CC(C)CNC(=O)/C=C/C=C/CCCCCC/C=C/c1ccc2c(c1)OCO2	-3.2	1.1	-2.4	0.849	-1.0
22	COP(=O)(OC)C(Nc1ccccn1)c1ccccc1 (stereo not given)	0.1	1.04	-7.9	0.985	-2.7
23	CC(NC(=O)Cc1cccc2ccccc12)C(=O)N1CCC(=O)CC1 (stereo not given)	-1.5	1.04	1.3	0.961	-3.9
24	CCOc1cc(C=O)ccc1O	-0.3	1.05	-10.4	1.1	-5.9

item	A3A deaminase	MPTP inh	mIAP block	hIAP inh
13	-3.3	x	-0.3	-1.0
14	-3.8	5.0	-3.7	-13.5
15	-1.8	1.4	0.2	-0.7
16	-1.2	-2.0	3.5	11.0
17	3.5	1.5	17.4	3.8
18	4.8	3.2	-2.8	-0.7
19	-1.1	-8.1	9.4	-6.6
20	6.8	0.1	2.1	-3.4
21	1.7	-1.0	-9.7	15.1
22	-3.4	0.5	-4.1	1.5
23	0.4	-0.8	-3.9	3.9
24	-3.6	-1.1	-4.8	-9.8

# Further structures follow:
item	Compound	MIN6 prolif	mIAP activ	ATG4B inhibitor	hIAP act	APOBEC3G inh
25	CCOC(=O)C1SC2(C(F)(F)F)CC1(O)c1c(C)cc(C)nc1O2 (stereo not given)	0.9	0.798	4.0	1.19	-2.2
26	O=C1NC(=S)NC(=O)C1C1CCCCC1	0.8	0.832	0.3	0.986	-0.7
27	COc1cc2c(c(OC)c1OC)-c1ccc(O)c(=O)cc1[C@@H](N)CC2	6.7	0.965	0.0	0.93	-0.7
28	CCN(CC)c1ccc(CNCCc2ccc(F)cc2)cc1	-4.4	1.07	0.1	1.2	-5.0
29	O=[N+]([O-])c1ccc(CN2CC=C(c3ccccc3)CC2)cc1	-0.3	0.94	10.6	0.767	-13.0
30	Cc1cc(OCC(=O)NC(Cc2ccc(Cl)cc2)C(=O)O)c2c3c(c(=O)oc2c1)CCC3 (stereo not given)	-3.3	0.943	3.8	0.97	-3.0
31	CCn1ccnc1CN1CCCC(C(=O)c2ccc(SC)cc2)C1 (stereo not given)	-1.2	1.04	5.7	0.957	0.0
32	CCOC(=O)[C@@]1(C#N)C(c2ccc(Cl)c(Cl)c2)[C@H](C(N)=O)N2C=C(C(C)=O)C=C[C@H]21 (stereo not given in full)	-2.4	0.898	-16.6	0.93	-7.9
33	C=CCn1c(O)c(C(C)=NCC2CCCO2)c(=O)[nH]c1=O (stereo not given)	-2.8	0.998	-7.8	0.928	-1.5
34	CC1CCCC(C2(O)C(=O)Nc3ccccc32)C1=O (stereo not given)	0.8	1.02	-0.5	0.952	9.7
35	CCCCCCn1c(=O)c(C(=O)Nc2nc(CC(=O)OCC)cs2)c(O)c2ccccc21	-3.8	0.943	2.3	1.01	2.4
36	COc1ccc(NC(=O)N2CCC3(CC2)OCCO3)cc1OC	-1.3	1.07	-0.4	0.923	-9.6

item	A3A deaminase	MPTP inh	mIAP block	hIAP inh
25	-0.4	9.9	20.2	-18.9
26	4.0	-0.2	16.8	1.4
27	0.8	0.6	3.5	7.0
28	-1.4	8.2	-6.6	-19.7
29	-2.1	-0.4	6.0	23.3
30	4.7	1.8	5.7	3.0
31	-1.9	11.4	-3.9	4.3
32	-6.3	1.5	10.2	7.0
33	2.0	3.0	0.2	7.2
34	67.7*	-1.3	-2.3	4.8
35	3.0	-0.2	5.7	-0.6
36	-5.9	0.2	-7.0	7.7

# Ordered by SMILES length (lowest first): some entries from above.
item	Compound	MIN6 prolif	mIAP activ	ATG4B inhibitor	hIAP act	APOBEC3G inh
28	CCN(CC)c1ccc(CNCCc2ccc(F)cc2)cc1	-4.4	1.07	0.1	1.2	-5.0
34	CC1CCCC(C2(O)C(=O)Nc3ccccc32)C1=O (stereo not given)	0.8	1.02	-0.5	0.952	9.7
33	C=CCn1c(O)c(C(C)=NCC2CCCO2)c(=O)[nH]c1=O (stereo not given)	-2.8	0.998	-7.8	0.928	-1.5
25	CCOC(=O)C1SC2(C(F)(F)F)CC1(O)c1c(C)cc(C)nc1O2 (stereo not given)	0.9	0.798	4.0	1.19	-2.2

item	A3A deaminase	MPTP inh	mIAP block	hIAP inh
28	-1.4	8.2	-6.6	-19.7
34	67.7*	-1.3	-2.3	4.8
33	2.0	3.0	0.2	7.2
25	-0.4	9.9	20.2	-18.9

# Later entries:
item	Compound	MIN6 prolif	mIAP activ	ATG4B inhibitor	hIAP act	APOBEC3G inh
37	COC(=O)c1c2[n+](cc3cc(OC)c(OC)cc13)CCc1cc(OC)c(OC)cc1-2	-0.9	1.01	0.9	0.863	7.8
38	Cc1cc(C)cc(NC(=S)NC2CC3CCCC(C2)N3Cc2cccs2)c1 (stereo not given)	-4.4	5.54*	14.6	1.34	-5.3
39	Cc1cccc(OCC(=O)N2CCN(Cc3ccc4c(c3)OCO4)CC2)c1	4.5	0.961	-7.3	1.19	-4.9
40	CCn1cc(C(=O)c2cccs2)c2ccccc21	0.5	0.971	9.1	0.929	-2.3
41	COC(=O)C1=C(c2ccc(F)cc2OCc2ccccc2)C[C@@H]2CC[C@H]1N2C(=O)NCc1ccc(Br)cc1	-6.1	1.36	-5.8	0.953	-8.4
42	O=c1cccc2n1CC1CC2CN(c2nc(N3CCCCC3)nc(N3CCCCC3)n2)C1 (stereo not given)	-2.3	1.18	-3.0	1.12	-4.7
43	Cn1c(=O)cc(OCCCC(=O)N2CCC3(CC2)OCCO3)c2ccccc21	1.0	1.06	-5.1	0.968	-3.3
44	O=C(COc1ccccc1)N1CCN(Cc2c[nH]c3ccccc23)CC1	0.8	1.03	-3.1	1.19	0.5
45	CCC[N+]12CCC(CC1)C(=C(c1ccccc1)c1ccccc1)C2	0.0	1.08	7.5	1.73	-9.5
46	O=C(O)c1ccccc1NC(=O)C1C2CCC(O2)C1C(=O)O (stereo not given)	-5.0	0.95	x	0.94	-5.4
47	Cc1nc2ccccn2c1P(=S)(N1CCCCC1)N1CCCCC1	-1.2	1.04	-1.4	0.929	-1.7
48	COc1ccc(CCn2c(O)c(C=NC3CC3)c(=O)[nH]c2=O)cc1OC	-2.3	1.1	-5.4	1.1	-5.9

item	A3A deaminase	MPTP inh	mIAP block	hIAP inh
37	7.8	2.5	-0.9	13.7
38	-2.5	2.8	-453.8	-34.4
39	-1.3	-3.0	3.9	-19.3
40	0.0	-1.6	2.9	7.1
41	-3.1	-2.9	-36.4	4.7
42	-8.3	0.0	-18.2	-11.6
43	-2.3	-0.4	-5.9	3.2
44	-1.1	-3.9	-3.0	-19.4
45	-5.5	-1.1	-7.6	-72.9
46	-4.2	x	5.0	6.0
47	-2.3	0.0	-3.8	7.1
48	-3.2	-0.3	-10.0	-9.9

# Carrying on:
item	Compound	MIN6 prolif	mIAP activ	ATG4B inhibitor	hIAP act	APOBEC3G inh
49	O=C(N/N=C/c1c(O)n(Cc2ccc(F)cc2)c(=O)[nH]c1=O)c1ccccc1	0.8	0.907	-4.2	1.3	6.6
50	COC(=O)C(O)(c1c(C)[nH]c2ccccc12)C(F)(F)F (stereo not given)	-5.0	0.926	-6.2	1.01	-5.7
51	OC12Oc3ccccc3C=C1N1CCC2CC1 (stereo not given)	-1.0	0.993	-1.3	1.03	-5.9
52	CCOc1ccc(-n2c(O)c(C=NCCN(CC)CC)c(=O)[nH]c2=O)cc1	0.4	0.977	-3.9	1.04	-5.7
53	Cc1cccc(C#N)c1	1.3	1.15	-4.2	1.01	-7.3
54	CN1CCN(C(=O)OC2c3nccnc3C(=O)N2c2ccc(Cl)cn2)CC1 (stereo not given)	-1.2	0.96	x	1.02	-7.9

item	A3A deaminase	MPTP inh	mIAP block	hIAP inh
49	1.2	-0.1	9.3	-30.1
50	1.4	-3.9	7.4	-1.5
51	-5.6	-0.9	0.7	-2.6
52	0.6	-1.1	2.3	-3.9
53	-0.1	-1.5	-14.5	-1.0
54	-0.9	x	4.0	-2.5
